Compound activity from PubChem BioAssay.
IDH1 R132H inh – inhibitors of human mutant IDH1 R132H; O75874; IDH1-R132H enzyme, NADPH consumption, diaphorase/resazurin fluorescence; Potency, µM (doses to about 76.6 µM), inactives show at the highest dose activity change, negative = inhibition, actives largely listed as inhibitors; 390,000 compounds, 0.093% hits; note: potency is the fitted concentration of half-maximal effect; % is set by controls: 0 for no effect and ±100 for the full control effect; nearly all actives have a fitted effect of over 65% in size
Target sequence (O75874 whole entry R132H, stated change not applied): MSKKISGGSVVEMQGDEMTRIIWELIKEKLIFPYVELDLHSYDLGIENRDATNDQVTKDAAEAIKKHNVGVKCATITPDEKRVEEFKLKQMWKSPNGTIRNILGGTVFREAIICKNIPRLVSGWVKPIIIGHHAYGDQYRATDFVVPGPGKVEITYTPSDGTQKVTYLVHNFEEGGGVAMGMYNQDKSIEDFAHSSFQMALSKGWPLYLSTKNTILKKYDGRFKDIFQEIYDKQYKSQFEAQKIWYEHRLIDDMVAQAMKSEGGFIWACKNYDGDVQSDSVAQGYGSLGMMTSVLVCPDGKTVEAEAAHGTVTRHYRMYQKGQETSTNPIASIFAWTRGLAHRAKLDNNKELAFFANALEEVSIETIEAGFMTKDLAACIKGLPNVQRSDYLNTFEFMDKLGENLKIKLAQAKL
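IDH1-R132H (0.5 ug/mL) preincubated 30 min with compound, then NADPH (0.016 mM) and alpha-KG (2 mM) added; 80 min at RT, pH 7.5. Remaining NADPH coupled via diaphorase/resazurin to fluorescence (540/590 nm); concentration-response curves normalized to no-enzyme control.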
USP1-UAF1 inh – blocks the human USP1/UAF1 deubiquitinase complex; O94782; 390,000 compounds, 0.23% hits; recombinant USP1/UAF1, Ub-Rhodamine cleavage fluorescence; AID 743255; Potency, µM (top dose mostly 57.1 µM), for the others: at the top dose activity change, negative = inhibition, actives largely listed as inhibitors; note: potency is the fitted concentration of half-maximal effect; % is set by controls: 0 for no effect and ±100 for the full control effect; nearly all actives have a fitted effect of over 60% in size; inactives centre near -12
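In this screen, compounds sit with the deubiquitinase complex (1nM) for 15 min at room temperature before Ub-Rho is added at 150nM final. Fluorescence rise is then followed for 6 reads every 60 seconds.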
LDHA block – blocks human lactate dehydrogenase A; activity change, % (values are at about 110 or 230 µM); 480,000 compounds, 0.15% hits; purified LDHA, NADH/diaphorase-resazurin fluorescence; stronger effect = lower value; P00338; in the data active = activity change below about -30%; inconclusive = mostly about -25% to -30%;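 note: plate controls were DMSO wells for no effect and wells without enzyme for full effect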
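Human LDH5 at 2 nM final in Tris HCl pH 7.4 with 0.06 mM NADH and 0.2 mM pyruvate, reacted 5 minutes at room temperature. Remaining NADH coupled via diaphorase/resazurin; resorufin fluorescence read at 0 and 20 minutes, normalized to enzyme-free and DMSO wells.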
RGS4 inhibitor – inhibitors of human regulator of G protein signaling 4; P49798; Potency, µM (titrated, usually from 114 µM), inactives show at the top dose activity change, negative = inhibition, usual class: inhibitors; AID 504845; 390,000 compounds, 0.039% hits; Transcreener GDP fluorescence polarization, RGS4-accelerated GTP hydrolysis; note: potency is the fitted concentration of half-maximal effect; % is set by controls: 0 for no effect and ±100 for the full control effect; nearly all actives have a fitted effect of over 75% in size; some results filed as inactive show a strong effect at the top dose
Target sequence (P49798 whole entry, looked up): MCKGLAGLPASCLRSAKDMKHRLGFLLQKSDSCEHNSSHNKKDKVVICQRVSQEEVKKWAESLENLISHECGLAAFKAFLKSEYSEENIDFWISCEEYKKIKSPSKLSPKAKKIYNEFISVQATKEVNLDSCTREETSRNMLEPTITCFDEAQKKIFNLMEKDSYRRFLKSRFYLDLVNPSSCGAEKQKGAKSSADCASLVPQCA
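MLSMR compounds (23 nl, pin-transferred) preincubated 10 min at room temperature with a 500nM (2x) first reagent, then RGS4 at 900nM (2x) plus Transcreener GDP mix added; fluorescence polarization (620/688 nm) read before and after 90 min at 30 °C.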
rTrxR1 inhibitor – rat TrxR1 inhibition; O89049; recombinant rTrxR1, NADPH fluorescence consumption, selenite substrate; Potency, µM (titrated, usually from 114 µM), for the others: at the top dose activity change, negative = inhibition, actives largely listed as inhibitors; 390,000 compounds, 1% hits; AID 588453; note: potency is the fitted concentration of half-maximal effect; % is set by controls: 0 for no effect and ±100 for the full control effect; nearly all actives have a fitted effect of over 65% in size
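Rat TrxR1 (90 nM in the dispensed reagent) was pre-reduced with 400 uM NADPH for 5 min at room temperature, then incubated with compound for 15 min. After 400 uM selenite was added, NADPH fluorescence (Ex 340/Em 450 nm) was followed for 8 min.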
Vif-A3G inh – Vif-A3G binding inhibition. Q9HC16. AID 602310. Potency, µM (highest dose often 46.1 µM), without a hit: top-dose activity, negative = active, most hits filed as inhibitors. HeLa A3G-eYFP + Vif (tagged APOBEC3G with the HIV-1 protein that degrades it), YFP fluorescence, overnight. 410,000 compounds, 0.076% hits;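 note: potency is the fitted concentration of half-maximal effect; % is set by controls: 0 for no effect and ±100 for the full control effect; nearly all actives have a fitted effect of over 60% in size; hits raise eYFP signal because A3G escapes Vif-driven loss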
Target sequence (Q9HC16 whole entry, looked up): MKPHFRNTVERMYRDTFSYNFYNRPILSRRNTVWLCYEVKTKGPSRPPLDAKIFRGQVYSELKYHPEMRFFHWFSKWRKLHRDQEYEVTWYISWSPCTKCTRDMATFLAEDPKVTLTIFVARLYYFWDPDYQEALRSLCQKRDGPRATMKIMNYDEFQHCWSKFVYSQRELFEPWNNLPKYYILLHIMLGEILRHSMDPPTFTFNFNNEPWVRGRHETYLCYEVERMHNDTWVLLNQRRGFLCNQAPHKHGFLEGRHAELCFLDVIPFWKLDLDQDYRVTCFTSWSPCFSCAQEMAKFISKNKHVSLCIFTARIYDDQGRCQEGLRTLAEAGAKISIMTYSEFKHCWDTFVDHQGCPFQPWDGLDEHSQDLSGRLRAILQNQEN
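HeLa cells stably expressing Vif and C-terminally eYFP-tagged A3G, seeded overnight at 37 deg C, then exposed to compound by pintool overnight at 37 deg C. Rise in yellow fluorescence (Ex 488/Em 500-530, Acumen) marks blocked Vif-driven A3G degradation.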
TrxR1 substrate – substrates of rat thioredoxin reductase 1; purified TrxR1 substrate turnover, NADPH consumption readout; Potency, µM (top dose mostly 114 µM), for the others: at the top dose activity change, negative = substrate turnover; 390,000 compounds, 0.01% hits; AID 588456; note: potency is the fitted concentration of half-maximal effect; % is set by controls: 0 for no effect and ±100 for the full control effect; nearly all actives have a fitted effect of over 50% in size
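Rat TrxR1, dispensed at 90 nM, was prereduced with 400 uM NADPH (final) for 5 min at ~22 deg C, then incubated with compound 15 min before 400 uM selenite. A first-read NADPH fluorescence drop versus no-compound background flagged substrates.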
Vif-A3F inh – inhibitors of Vif-A3F interaction; HeLa A3F-eYFP + Vif (tagged APOBEC3F with the HIV-1 protein that degrades it), YFP fluorescence increase; Potency, µM (doses to about 46.1 µM), inactives show at the highest dose activity, negative = active; 390,000 compounds, 0.2% hits; AID 602313; note: potency is the fitted concentration of half-maximal effect; % of control where 0% means no effect; nearly all actives have a fitted effect of over 65% in size
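Fluorescence increase (Ex 488/Em 500-530) after overnight compound treatment at 37 deg C flags inhibition of Vif-driven A3F-eYFP loss in stable HeLa A3F-eYFP/Vif cells seeded overnight beforehand.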
Glioma ERSR ind – induces the endoplasmic reticulum stress response in human glioma cells; U87-MG GRP78 promoter luciferase reporter, 16 h; Potency, µM, for inactives: at the top dose activation, hits mostly activators; 420,000 compounds, 0.02% hits; note: potency is the fitted concentration of half-maximal effect; series mostly up to about 76 µM; % of control where 0% means no effect; nearly all actives have a fitted effect of over 35% in size
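Stably transfected U87-MG human glioma cells carrying a GRP78-based luminescent sensor were seeded at 1000 cells/well, pin-dosed with compounds and incubated 16 h. Luciferase reagent was then added, and end-point luminescence was read after 10 min at room temperature.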
An asterisk follows results filed as active; ? = inconclusive; / = no result given; & = joins results of further samples; [ ] = remark or other dose. Unless noted, calls come from the whole dose curve; as a rule, active = well fitted curve in the direction sought with a large enough effect; inconclusive = small, poorly fitted or top-dose-only effect, or another doubt; inactive = no such curve, though single readings can be large; an effect the other way counts as inactive or inconclusive.

SMILES	IDH1 R132H inh	USP1-UAF1 inh	LDHA block	RGS4 inhibitor	rTrxR1 inhibitor	Vif-A3G inh	TrxR1 substrate	Vif-A3F inh	Glioma ERSR ind
COc1ccc(C(CCN2CCN(c3ccccc3)CC2)c2c(OC)cc(OC)c3c(-c4ccccc4)cc(=O)oc23)cc1 (stereo not given)	-10%	-29%	-3	-12%&-2%	9%&23%	0%&0%	-3%&4%	-2%	-3%&-3%
Cc1ccc(-c2c[n+](Cc3cccc(Cl)c3)c3n2CCC3)cc1	1%	-16%	-6	1%	0%[57.1 µM]	0%	4%[57.1 µM]	-10%	-5%
OCCC1CN(Cc2c(F)cccc2Cl)CCN1C1CCCC1 (stereo not given)	-2%	-20%	-17	-31%	15%	0%	2%	2%	-5%
COC(=O)c1ccc(OC(=O)c2ccc(OC)cc2)c(OC)c1	12%	-15%	1	-3%[56.9 µM]	15%	5%	2%	-4%	4%
CN(CC(=O)Nc1c(Cl)cccc1Cl)C(=O)Cc1ccc2c(c1)CCC2	8%	-11%	-2	?	-7%	0%	-1%	6%	-3%
CCOC(=O)C1=NN(c2ccc(F)cc2)C2=NC(C)=C(C(=O)OC)C(c3cccs3)N12 (stereo not given)	5%	-12%	-6	22%	-7%	-2%	-5%	4%	0%
CCCN1C(=O)CC(C(=O)OC)=C1C	-2%	4%	5	26%	-8%	-2%	2%	-1%	-6%
Cc1cc(=O)[nH]c(SCC(=O)Nc2nnc(CC(C)C)s2)n1	4%	-10%	-7	16%[11.4 µM]	28%[57.1 µM]	0%	12%[57.1 µM]	11%	-1%
Cc1ccc(C)c(S(=O)(=O)N2CCN(C(=O)CCC(=O)NCc3ccc(Cl)cc3)CC2)c1	-6%	4%	-5	31%	9%	1%	-3%	6%	-5%
O=C(O)Cn1c(O)c(C=Nc2ccccc2)sc1=S	6%&8%	-7%&-7%	1&-4	-8%	-6%&-13%	-1%&0%	-7%&-14%	-20%&-5%	-5%&-1%
COCC(C)NC(=O)C1CCN(S(=O)(=O)c2ccc3ccccc3c2)CC1 (stereo not given)	6%	-4%	-4	13%	10%	-6%	-3%	-1%	-6%
COc1cccc(CSc2nnc(-c3ccc(F)cc3)o2)c1	8%	-4%	-3	-6%	28%[57.1 µM]	-1%	5%[57.1 µM]	-3%	3%
COCCN(CCOC)C(=O)C1CCN(c2ccc(S(=O)(=O)N3CCOCC3)cc2[N+](=O)[O-])CC1	1%	-19%	-2	1%	-7%	0%	-3%	4%	-4%
CC(C)Cn1c(N)c(C(=O)COC(=O)c2cccc(F)c2)c(=O)n(C)c1=O	1%	-6%	-2	6%	4%	0%	-4%	-12%	-3%
c1ccc(-c2nc(N3CCNCC3)nc3ccccc23)cc1	-3%	4%	-6	30%	-19%	1%	31%	-11%	-4%
Cc1ccc(C(=O)Nc2ccc3c(c2)C(=O)N(C)C3=O)c(C)c1	10%	-13%	0	0%	34%	2%	58%[activator]	8%	1%
Cc1c(NC(=O)COC(=O)CCc2c[nH]c3ccccc23)c(=O)n(-c2ccccc2)n1C	0%	-17%	-5	2%	-8%	0%	-12%	2%	-4%
O=C(CN1C2CCCC1CC(NC(=O)c1ccccc1)C2)Nc1ccccc1 (stereo not given)	0%	?	-8	10%	15%	0%	6%[0.457 µM]	4%	-3%
COc1ccc(CCNC(=O)CN(Cc2ccc(Cl)cc2)S(C)(=O)=O)cc1	-5%	-16%	-1	-2%	25%	5%	-1%	8%	1%
O=[N+]([O-])c1ccc(CN2CCCCCC2)cc1	2%	-14%	-5	-13%	9%[57.1 µM]	0%	-4%	6%	-2%
O=C(Nc1nc2c(F)cc(F)cc2s1)c1ccc2c(c1)OCCO2	/	-3%	-2	4%	10%[57.1 µM]	/	1%[57.1 µM]	/	/
O=C(Nc1ccc(C(=O)N2CCN(c3ccccc3)CC2)cc1)C1=CSCCO1	1%	-24%	-1	-11%[11.4 µM]	1%	2%	-6%	1%	5%
Cc1cccc(N(Cc2cc3ccccc3[nH]c2=O)C(=O)c2cccc(Cl)c2)c1	-22%	-25%	-5	32%	-3%	-1%	-11%	-4%	-3%
CCOC(=O)C1CCN(S(=O)(=O)c2ccc(Cl)cc2)CC1	-5%	-30%	-5	22%	17%	2%	5%	-14%	-2%
O=C1CCCC(O)=C1N=Nc1ccc2ncsc2c1	1%	-22%	0	-2%	-28%	-7%	-13%	-3%	-1%
CCc1cccc(NS(=O)(=O)c2cc(-c3cnc(C)o3)ccc2OC)c1	7%	-29%	-4	2%	5%[57.1 µM]	-1%	-2%[57.1 µM]	2%	0%
O=C1C2C3CCCC3=C3CCCC3C2C(=O)N1c1ccc(Cl)cc1 (stereo not given)	2%	-13%	-4&-7	-6%	8%[57.1 µM]	-2%&2%	7%[57.1 µM]	2%	-1%&0%
Nc1nn(S(=O)(=O)c2ccccc2)cc1-c1cccc([N+](=O)[O-])c1	3%	-7%	-5	-2%	10%[57.1 µM]	-2%	2%[57.1 µM]	4%	-5%
Cc1c(Cl)c([N+](=O)[O-])nn1CCCC(=O)Nc1cccc(O)c1	5%	-14%	-14	5%	15%	10%	4%	4%	-5%
COc1ccc(CN(C)CCCn2cnc3c(OC)ncnc32)cc1OC	1%	?	-1	/	/	-2%	/	4%	-2%

Single records, from the list above. Screens in order: IDH1 R132H inh, USP1-UAF1 inh, LDHA block, RGS4 inhibitor, rTrxR1 inhibitor, Vif-A3G inh, TrxR1 substrate, Vif-A3F inh, Glioma ERSR ind
O=C(Nc1ccc(C(=O)N2CCN(c3ccccc3)CC2)cc1)C1=CSCCO1 is entered as 1%, -24%, -1, -11%[11.4 µM], 1%, 2%, -6%, 1%, 5%
Cc1c(NC(=O)COC(=O)CCc2c[nH]c3ccccc23)c(=O)n(-c2ccccc2)n1C is entered as 0%, -17%, -5, 2%, -8%, 0%, -12%, 2%, -4%

(listing goes on)
SMILES	IDH1 R132H inh	USP1-UAF1 inh	LDHA block	RGS4 inhibitor	rTrxR1 inhibitor	Vif-A3G inh	TrxR1 substrate	Vif-A3F inh	Glioma ERSR ind
CC(Sc1ccc(Cl)cc1)C(=O)NCC1CCCO1 (stereo not given)	2%	-8%	1	-8%	25%[57.1 µM]	0%	11%[57.1 µM]	6%	-6%
CCOc1ccc(C2=NNC(c3cccnc3)=Nc3ccc(OC)cc32)cc1	-9%	-4%	-1	19%	-16%	-16%	-14%	-13%	4%
COc1ccc(N2CCN(C(=O)c3ccc(Cl)c(S(=O)(=O)N4CCCC4)c3)CC2)cc1	-1%	-5%	1	-30%	7%[57.1 µM]	-4%	0%	0%	-1%
Cc1ccc(/C=C(\C#N)C(=O)Nc2ccccn2)o1	5%	-15%	-6	-26%	5%[57.1 µM]	0%	3%[57.1 µM]	5%	-1%
O=S(=O)(c1cccc(C(F)(F)F)c1)N1CCN(c2nc(-c3cccs3)nc3cc(Cl)ccc23)CC1	/	/	-5	15%	43%[activator]	1%	17%	/	-4%
CN(C)c1ccc(NC(=S)N2CCN(c3ncc(C(F)(F)F)cc3Cl)CC2)cc1	4%	5%	-3	-18%	-11%[57.1 µM]	0%	1%[57.1 µM]	1%	-3%
CC(Oc1cc(Cl)ccc1Cl)C(=O)N/N=C\c1ccnn1C (stereo not given)	1%	-7%	-7	1%	-19%	-8%	-10%	-9%	-6%
Cc1cccc(NCC(=O)NNC(=S)Nc2ccccc2)c1	1%	-11%	-7	-41%	-22%[57.1 µM]	0%	4%[57.1 µM]	0%	0%
Cc1cc(NS(=O)(=O)c2ccc(NC(=O)c3ccc(Br)o3)cc2)nc(C)n1	8%	-11%	-2	-53%	13%[57.1 µM]	0%	-15%[57.1 µM]	14%	-1%
COC(=O)C(CSCc1ccccc1)NC(=O)CSc1nc(C)cc(=O)[nH]1 (stereo not given)	-1%	-16%	-3	-38%	21%	-1%	-1%[57.1 µM]	0%	-2%
COc1ccccc1/C=C/C(=O)OCC(=O)N1CCc2ccccc21	-4%	-14%	2	10%	51%[activator]	-4%	12%	-15%	5%
Cc1ccc2nc(CSc3nnc(NC(=O)c4cccc(Br)c4)s3)cc(=O)n2c1	18%	-20%	-3	24%	17%[57.1 µM]	-6%	6%[57.1 µM]	-7%	-3%
CCC(C)(C)C1CCc2c(sc(N)c2C(N)=O)C1 (stereo not given)	5%	-9%	2	-46%	-28%	4%	-20%	7%	-2%

Some of these compounds in order of their number in TrxR1 substrate, high to low.
Molecule | TrxR1 substrate
CCOC(=O)C1CCN(S(=O)(=O)c2ccc(Cl)cc2)CC1 | 5%
CCCN1C(=O)CC(C(=O)OC)=C1C | 2%
CN(CC(=O)Nc1c(Cl)cccc1Cl)C(=O)Cc1ccc2c(c1)CCC2 | -1%
Cc1c(NC(=O)COC(=O)CCc2c[nH]c3ccccc23)c(=O)n(-c2ccccc2)n1C | -12%
O=C1CCCC(O)=C1N=Nc1ccc2ncsc2c1 | -13%

A portion of the library (hit frequency here may not be typical).
